Lmaj promast: inhibitors of Leishmania major promastigote growth; inhibition, % at 10 µM; Leishmania major promastigotes, resazurin fluorescence viability; 200,000 tested, 9% active; AID 1063;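 further: promastigotes grown with compound for 44 hours at 28 °C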
RAM network inh: inhibitors of the yeast RAM network. S. cerevisiae dse1pr::URA3 reporter, 5-FOA growth OD615, 2 d; analog-sensitive cbk1-as2 kinase mutant strain. inhibition, % at 50 µM. 190,000 tested, 1.8% active. AID 868;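 active means inhibition above a set limit, 3 SD over mean compound inhibition, cut at about 8.4% in these data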;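 further: 0% = DMSO-only wells with no growth and 100% = 10 µM 1-NA-PP1 full growth; inhibition rescues growth on 5-FOA so higher OD means more RAM inhibition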
Diaphorase act: activates diaphorase or chemically reduces, flagging diaphorase assay artifacts; Diaphorase/resazurin coupled assay, resorufin fluorescence, 16 min; active compounds read high; 1 = vehicle wells, 0 = NADH-free wells; activation factor at 20 µM; 190,000 tested, 0.005% active; AID 1229;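 active means diaphorase activity raised at least twofold by the compound at 20 µM; inactive means activation factor below 2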
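Material: purified diaphorase enzyme from Clostridium kluyveri / Medium: HEPES pH 7.4 buffer with MgCl2 and Tween 20 / Schedule: enzyme reaction of 16 min at room temperature / Measured by: resorufin fluorescence, excitation 544 nm, emission 590 nm / Evaluation: rise in resorufin formation, marking diaphorase activation or chemical reduction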
TLR4 MyD88 comp: blocks binding of human TLR4 to MyD88; inhibition, % at 8.4 µM; AID 861; O00206+Q99836; HeLa CL3-4 TLR4/MyD88 BLA complementation, FRET ratio; 200,000 tested, 0.18% active; in the data active means inhibition above about 25%;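 further: 0% = vehicle and 100% = reference inhibitor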
Diaph inh CS: diaphorase inhibition or chemical oxidation counter-screen; diaphorase resazurin-to-resorufin fluorescence, NADH, 16 min; bacterial (C. kluyveri) enzyme, not human; inhibition, % at 20 µM; 190,000 tested, 0.69% active; AID 1217;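 active means primary screen inhibition at 20 µM above a set limit, cut at about 50% in these data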;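 further: plate controls were DMSO with full reaction for no effect and wells lacking NADH for full effect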
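Assay system: diaphorase enzyme from Clostridium kluyveri. Quantity: enzyme working solution with 0.14 U/mL diaphorase. Schedule: reaction incubation of 16 min at room temperature. Technique: resorufin fluorescence, excitation 544 nm, emission 590 nm. Controls: No-NADH positive control and DMSO neutral control.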
PMI act hi M6P: PMI (human) activation, high substrate; coupled PMI enzyme assay, resazurin fluorescence, 20 min; active compounds read high; 1 = untreated enzyme, 0 = substrate-free blank; AID 1216; activation factor at 20 µM; 190,000 tested, 0.34% active;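 active means activation factor of 2 or more at 20 µM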
Target sequence (P34949 whole entry, looked up): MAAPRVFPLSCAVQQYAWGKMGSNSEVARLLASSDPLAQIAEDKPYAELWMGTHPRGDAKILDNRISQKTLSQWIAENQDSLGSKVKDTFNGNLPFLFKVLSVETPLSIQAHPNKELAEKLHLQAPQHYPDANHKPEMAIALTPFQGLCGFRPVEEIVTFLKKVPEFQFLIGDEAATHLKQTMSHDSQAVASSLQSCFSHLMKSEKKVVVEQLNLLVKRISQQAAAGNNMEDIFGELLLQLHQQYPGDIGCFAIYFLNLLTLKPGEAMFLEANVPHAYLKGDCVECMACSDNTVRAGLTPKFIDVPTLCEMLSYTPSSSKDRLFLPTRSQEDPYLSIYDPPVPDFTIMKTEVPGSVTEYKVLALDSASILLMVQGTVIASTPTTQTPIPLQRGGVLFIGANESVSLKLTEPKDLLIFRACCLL
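test system = human PMI in coupled enzyme assay | medium = HEPES-buffered pH 7.4 with magnesium and detergent | also added = 1.0 mM mannose-6-phosphate substrate with 0.22 mM NADP+ | compound = 20 µM single dose | times = 20 min incubation at room temperature | measured by = resorufin fluorescence (Ex 544/Em 590 nm) from resazurin via diaphorase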
Hsp70 act: switches on Hsp70 transcription | HeLa Hsp70 promoter luciferase reporter, luminescence; scaled: vehicle 0, proteasome-inhibitor control 100% | activation, % at 10 µM | 200,000 tested, 0.04% active | AID 1203;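 active means activation above the mean across all tested compounds plus 3 SD, cutoff set per campaign, cut at about 5.5% in these data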;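 further: 100% = MG132 at 30 µM as the positive control and 0% = DMSO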
PMI activator: phosphomannose isomerase (human) activation. AID 1214. purified human PMI, coupled resazurin fluorescence, 20 min; active compounds read high; 1 = vehicle control, 0 substrate-free wells. P34949. 190,000 tested, 0.005% active. activation factor at 20 µM;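 active means activation factor of 2 or more at 20 µM, relative to plate controls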
S1P3 antagonist: blocks the human S1P3 receptor; Q99500; CHO S1P3 NFAT-BLA reporter, FRET fluorescence, antagonist mode; inhibition, % at 4.98 µM; 170,000 tested, 0.27% active; AID 485;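 active means inhibition above the plate cutoff, the mean inhibition of test wells on that plate plus 3 SD, cut at about 28% in these data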;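 further: cells challenged with S1P at its EC80 of 0.8 µM; blue over green emission ratio from cleaved BLA substrate after 4 h stimulation; 0% = S1P-stimulated wells and 100% = unstimulated DMSO-only wells; some compounds past the cut are filed as inactive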
Target sequence (Q99500 whole entry, looked up): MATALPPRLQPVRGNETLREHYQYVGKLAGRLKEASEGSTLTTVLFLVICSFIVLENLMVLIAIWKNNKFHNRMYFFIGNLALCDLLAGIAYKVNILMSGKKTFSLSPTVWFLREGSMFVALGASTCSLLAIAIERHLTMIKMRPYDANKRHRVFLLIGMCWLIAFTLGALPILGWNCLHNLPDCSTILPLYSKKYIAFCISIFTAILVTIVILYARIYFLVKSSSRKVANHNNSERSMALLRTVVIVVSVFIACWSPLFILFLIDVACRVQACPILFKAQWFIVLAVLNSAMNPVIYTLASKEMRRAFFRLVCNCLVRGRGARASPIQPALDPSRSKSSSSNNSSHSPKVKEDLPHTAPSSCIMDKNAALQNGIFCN
DTT redox prof: compounds producing H2O2 with reducing agent – biochemical, NIH compound library profiling, artefact control for MLSCN library redox annotation, primary screen | DTT-dependent redox cycling H2O2, phenol red/HRP absorbance; 100% = 100 µM peroxide control, 0% = buffer | activation, % at 10 µM | 200,000 tested, 0.03% active | AID 878;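 active means activation of at least 50% relative to the plate's high and low controls in the primary single-dose screen; inactive means activation below 50%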;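 further: compound incubated with DTT at 0.8 mM final as the reducing agent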
G6PDH counter: inhibits Leuconostoc G6PDH, flagging false hits in G6PDH-based assays | Purified L. mesenteroides G6PDH, diaphorase/resazurin coupled fluorescence, 45 min | 200,000 tested, 0.12% active | inhibition, % at 5 µM
Starred values were filed as active, the others as inactive; . = no result given. Unless noted, no stated cut-off is given here; in the data, active means inhibition above about 50%; inactive means the rest. Rows were taken by chance. About 12% of those tested had a hit in this group.

SMILES | Lmaj promast | RAM network inh | Diaphorase act | TLR4 MyD88 comp | Diaph inh CS | PMI act hi M6P | Hsp70 act | PMI activator | S1P3 antagonist | DTT redox prof | G6PDH counter
COc1cnc(-c2ccccc2)nc1Oc1ccc(C(C)(C)C)cc1 | 4 | 11* | 0.9 | -19 | 8 | 1 | -0.2 | 0.9 | . | -3.9 | 1
Cc1csc(N(C(=O)c2cccc(S(=O)(=O)N(C)C)c2)c2ccccc2)n1 | 0 | 2.5 | 0.9 | -9 | 10 | 1 | -0.2 | 1 | 9 | -0.7 | 6
CCCCCCC(=O)Nc1nc(C)c(-c2csc(Nc3cccc(OC)c3)n2)s1 | 56* | 3.6 | 0.8 | 1 | 15 | 1.1 | -0.1 | 1.1 | . | -2.9 | 2
COc1ccccc1CNC(=O)c1cnc2ccccn2c1=O | -1 | -0.2 | 0.9 | 6 | 14 | 0.9 | -0.3 | 1 | -4 | -0.1 | -14
O=C(CN1C(=O)CSC1=O)c1ccccc1 | 10 | 1.1 | 1 | -8 | 0 | 1 | 0.6 | 1.1 | -38 | 2.1 | 3
CCC(C)NC(=S)N1CCN(C)CC1 (stereo unspecified) | 2 | 4.9 | 0.9 | -5 | 13 | 1 | -0.1 | 1 | -22 | -0.8 | 2
Cc1nn(-c2ccccc2)c(N)c1N=Nc1ccccc1 | 8 | -0.5 | 0.8 | -3 | 15 | 1 | -0.3 | 1 | 13 | -0.6 | -1
COC(=O)c1cn(NC(=O)c2cccc(F)c2)c(=O)c2ccccc12 | 6 | 1.7 | 0.9 | 7 | 12 | 0.9 | -0.1 | 0.8 | . | 0.0 | 8
CC(C)[C@H](NC(=O)c1ccccc1)C(=O)OCC(=O)N1CCCCCC1 | -4 | 0.2 | 0.9 | -9 | 6 | 1 | -0.2 | 0.9 | -8 | 0.3 | -2
CCOc1ccc(CNC23CN4CN(CN(C4)C2)C3)cc1 | -3 | 1.4 | 1 | 10 | 5 | 1 | -0.2 | 1.1 | -15 | 1.9 | 5
Cc1c(Br)cc(C(=O)NCCCN2CCOCC2)c(C)c1C | 61* | 0.2 | 1 | 5 | -4 | 1 | 0.0 | 1 | -8 | 0.0 | 9
Cc1cccc(N(CC(=O)N2CCN(C)CC2)S(=O)(=O)c2ccccc2)c1 | -3 | 0.4 | 1 | 6 | 2 | 1 | -0.4 | 1 | 3 | 11 | 3
Cc1ccccc1NC1=C(Cl)C(=O)OC1NC(=O)c1ccccc1 (stereo unspecified) | 4 | 1.2 | 0.9 | -15 | 6 | 1 | -0.4 | 0.9 | . | -0.1 | 3
COc1ccc(/C=C/C(=O)O)cc1S(=O)(=O)N1CCc2ccccc2C1 | 0 | 4.1 | 0.9 | -20 | 10 | 0.9 | -0.2 | 1 | -6 | 0.1 | 19
CCCCn1c(C(C)NC(=O)CCC)nc2ccccc21 (stereo unspecified) | -2 | -0.6 | 1.1 | 4 | -6 | 1 | -0.2 | 0.9 | -42 | -1.4 | -14
O=C(CSc1nccn1-c1ccc(F)cc1)NCc1ccc(F)cc1 | 2 | -0.2 | 1 | -10 | 1 | 1.1 | -0.1 | 1.1 | -6 | 0.3 | 7
O=C(O)/C=C/C(=O)NC1CCS(=O)(=O)C1 (stereo unspecified) | 61* | 1.8 | 1 | -4 | -2 | 1.1 | -0.4 | 1.1 | 0 | 0.0 | 23
CCOC(=O)NN1C(=O)c2ccccc2NC1c1cccnc1 (stereo unspecified) | 0 | 2.9 | 0.9 | -3 | 11 | 0.9 | -0.3 | 1 | 2 | -0.6 | 4
Cc1cc(OCCCCCn2ccnc2)cc(C)c1Cl | 99* | 0.0 | 1.3 | -6 | -29 | 1.2 | 0.0 | 1.2 | 8 | -0.9 | 18
CCOc1ccccc1Nc1nnc(SCc2nnc(-c3cc(OC)c(OC)c(OC)c3)o2)s1 | 12 | 4.9 | 0.6 | -9 | 42 | 1 | -0.1 | 0.9 | -6 | -0.2 | -20
Cc1cccc(NC(=O)CCNS(=O)(=O)c2cccc3nonc23)c1C | 0 | 5.2 | 1 | 7 | 2 | 1.1 | -0.1 | 1.1 | -24 | -0.8 | 3
COc1ccc(CCNC(=O)CCNS(=O)(=O)c2cccc3nsnc23)cc1OC | -6 | 2.6 | 1 | 0 | 0 | 1 | -0.1 | 1 | . | 0.2 | -16
COc1cc(S(=O)(=O)N(Cc2cccs2)C2CC2)ccc1-n1cnnn1 | 100* | 2.8 | . | 3 | . | . | -0.3 | . | . | 0.6 | .
N#Cc1c(NC(=O)c2ccc(N3CCOCC3)c([N+](=O)[O-])c2)sc2c1CCCC2 | -2 | 6.0 | 0.9 | -5 | 11 | 1 | -0.3 | 0.9 | 0 | 0.1 | -22
COc1cccc2cc(-c3n[nH]c(=S)n3C)oc12 | -3 | 2.3 | 0.7 | -4 | 27 | 0.8 | -0.3 | 0.9 | -3 | -0.8 | 11
COc1ccc(C2CC(=O)C=C(NCCC(C)C)C2)cc1 (stereo unspecified) | 35 | -0.6 | 1.1 | -12 | -14 | 1.1 | -0.1 | 1.2 | . | -0.3 | 9
O=C(O)CSc1nc(-c2ccccc2)cc(=O)[nH]1 | -4 | 1.6 | 0.9 | -10 | 9 | 1 | 0.3 | 1 | . | 0.2 | 1
Cc1c(NC(=O)CSc2nncc3ccccc23)c(=O)n(-c2ccccc2)n1C | -6 | -0.6 | 0.8 | 6 | 15 | 1.2 | -0.1 | 1.2 | -16 | 2.2 | 8
CCOC(=O)/C(=N\Nc1cc(C(F)(F)F)ccc1Cl)N(CC)CC | -7 | -0.2 | 0.8 | 2 | 18 | 1.1 | -0.2 | 1 | . | -0.5 | 6
COc1ccc(Br)cc1C(=O)Nc1ccc(NC(=O)c2ccco2)cc1 | -1 | 3.2 | 1.1 | 2 | -5 | 1.1 | 0.1 | 1.1 | . | 2.0 | -1
O=C(CSc1nc2[nH]ncc2c(=O)[nH]1)Nc1ccccc1 | -1 | 2.5 | 1 | -12 | 1 | 1.1 | -0.2 | 1.1 | -17 | 0.5 | 5
CN(C)S(=O)(=O)c1ccc(NS(=O)(=O)/C=C/c2ccccc2)cc1 | 5 | 1.2 | 0.9 | 12 | 8 | 1 | -0.2 | 0.9 | -10 | 0.0 | 15
CC(=O)c1sc(NC(=O)COc2ccc(Cl)cc2Cl)nc1C | -5 | 2.9 | 1.1 | -7 | -5 | 1 | -0.1 | 1 | -13 | -0.7 | 4
Cc1ccc(-n2nc(C(=O)O)cc2-c2ccc(Cl)cc2)cc1 | -4 | 2.7 | 0.9 | 10 | 9 | 1.1 | 0.9 | 1.1 | -20 | -2.3 | 8
OC(CN1CCCCC1)CN(c1ccccc1)c1ccccc1 (stereo unspecified) | 8 | 3.6 | 1.1 | -192 | -11 | 1.1 | -0.4 | 1.1 | -9 | 4.3 | 16
Cn1cccc1C(=O)NC(=O)COC(=O)c1ccc(O)cc1 | -7 | 0.1 | 0.9 | -4 | 12 | 0.9 | -0.4 | 0.9 | . | 0.2 | 13
COc1ccc(N2CCC(CNC(=S)Nc3cccc(OC)c3)C2)cc1 (stereo unspecified) | 60* | 3.5 | 1 | -4 | 0 | 0.5 | -0.3 | 0.7 | 3 | -1.0 | -10
COC(=O)c1ccc(-c2ccc(CNCC(O)c3ccccc3)o2)cc1 (stereo unspecified) | 99* | 2.4 | 1 | 6 | -2 | 1 | 0.1 | 0.9 | -15 | -1.6 | -36
O=C(Cc1ccccc1)Nc1cc([N+](=O)[O-])ccc1N1CCOCC1 | 8 | 0.5 | 0.9 | 10 | 11 | 1 | -0.2 | 1.1 | -12 | -0.7 | 11
CCn1c(NC(=O)c2nn(C)cc2Br)nc2ccccc21 | 6 | 1.2 | 1 | -7 | 1 | 1 | -0.3 | 1 | -7 | -0.1 | 3

Just Lmaj promast, Diaph inh CS and S1P3 antagonist (three entries from above):
SMILES	Lmaj promast	Diaph inh CS	S1P3 antagonist
COc1ccc(Br)cc1C(=O)Nc1ccc(NC(=O)c2ccco2)cc1	-1	-5	.
OC(CN1CCCCC1)CN(c1ccccc1)c1ccccc1 (stereo unspecified)	8	-11	-9
COc1ccc(N2CCC(CNC(=S)Nc3cccc(OC)c3)C2)cc1 (stereo unspecified)	60*	0	3

Additional entries follow.
SMILES | Lmaj promast | RAM network inh | Diaphorase act | TLR4 MyD88 comp | Diaph inh CS | PMI act hi M6P | Hsp70 act | PMI activator | S1P3 antagonist | DTT redox prof | G6PDH counter
COc1ccc(-c2cc(C(=O)OCC(=O)NC(C)(C)C)c3ccccc3n2)cc1 | 16 | 2.1 | 0.9 | -2 | 6 | 0.9 | 0.0 | 1 | -9 | -0.3 | -2
CCn1nnnc1-c1ccc(OC)c(S(=O)(=O)Nc2ccc(C)c(C)c2)c1 | 99* | 1.9 | 1 | -6 | 1 | 1 | -0.1 | 1 | . | 0.3 | 8
COc1cccc(C2=NN(C(=O)c3ccc(C)o3)C(O)(C(F)(F)F)C2)c1 (stereo unspecified) | 15 | 1.0 | 1 | 11 | 0 | 1 | 0.2 | 1 | 1 | -0.1 | 4
Cc1nnc(SCc2cc(=O)[nH]c(=S)[nH]2)s1 | 0 | 1.8 | 0.4 | 5 | 64* | 0.9 | -0.2 | 0.9 | 2 | -1.1 | 10
CCn1c(SCC(=O)NC2CCCc3ccccc32)nnc1-c1cccs1 (stereo unspecified) | 56* | 3.5 | 0.9 | 4 | 10 | 1 | -0.3 | 1 | . | -4.1 | -4
CCOC(=O)/C=C1\SCC(=O)N1CC(=O)NC(c1ccccc1)c1ccccc1 | 77* | 3.7 | 0.9 | -9 | 9 | 1.1 | -0.3 | 1 | -3 | -0.5 | -5
Cc1ccc2c(c1)C(O)(CC(=O)c1cccnc1)C(=O)N2 (stereo unspecified) | -6 | 0.8 | 0.9 | 3 | 9 | 1 | 0.1 | 1 | 22 | 0.1 | 5

Three entries from above, ordered by the number in S1P3 antagonist, high to low.
| molecule | S1P3 antagonist |
| --- | --- |
| Cc1nnc(SCc2cc(=O)[nH]c(=S)[nH]2)s1 | 2 |
| CCOC(=O)/C=C1\SCC(=O)N1CC(=O)NC(c1ccccc1)c1ccccc1 | -3 |
| COc1ccc(-c2cc(C(=O)OCC(=O)NC(C)(C)C)c3ccccc3n2)cc1 | -9 |

Screens deposited in PubChem BioAssay by several laboratories.
